# ARFGAP1 inhibitor: inhibits rat ARF GTPase activating protein 1. Q62848. Arfgap1-stimulated ARF1 GTP hydrolysis, GDP FP detection. inhibition, % at 16.5 µM. 0.26% of 360,000 active;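 active = inhibition above a per-plate limit, mean inhibition of low control wells plus 3 SD, cut at about 25% in these data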;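 also: 0% = DMSO wells with enzyme and 100% = wells lacking Arfgap1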
# Target sequence (Q62848 1-136 limits assumed): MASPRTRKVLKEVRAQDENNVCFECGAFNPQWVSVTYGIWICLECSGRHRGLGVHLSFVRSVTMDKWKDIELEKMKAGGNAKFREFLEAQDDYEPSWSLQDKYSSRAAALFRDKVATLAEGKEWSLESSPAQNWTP
#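 Repeats: one replicate per compound; assay system: rat Arfgap1 catalytic domain, aa 1-136; times: enzyme reaction 120 min at 25 °C after 20 min preincubation; detection: FP of antibody-bound GDP Alexa 633 tracer, ex 620/em 688 nm; benchmarks: high control wells lacking Arfgap1, low control full reaction with DMSO; reagent: human ARF1(Δ1-17)-GTP substrate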
# PLC-beta3 inh: PLC-beta3 (human) inhibition, primary screen. Q01970. Purified PLC-beta3, fluorogenic substrate, fluorescence. inhibition, % at 12.2 µM. 0.18% of 370,000 active. AID 720704; in the data active = inhibition above about 11%;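 also: 0% = median of compound wells on plate and 100% = full blocker control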
# SIAE primary: human SIAE inhibition, primary screen. Q9HAT2. SIAE FP-Rh probe binding, fluorescence polarization. inhibition, % at 9.66 µM. 0.69% of 370,000 active. AID 1053197;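 active = inhibition above a cutoff: mean of compounds within the control limits plus 3 SD of those, cut at about 17% in these data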;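 also: 0% = plate median of compound wells and 100% = probe without SIAE protein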
# DDE Tn7 FP inh: inhibitors of Tn7 peptide binding to human fibrin DD(E) | P02675 | FP displacement of FITC-Tn7 peptide from fibrin DD(E); 0% = median of compound wells per plate | inhibition, % at 8.3 µM | 0.13% of 370,000 active;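 active = inhibition above the mean of compounds falling within the control limits plus 3 SD of them, cut at about 14% in these data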;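 also: 0% = plate median of compound wells and 100% = 10 µM Aha-Tn7 peptide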
# Target sequence (P02675 whole entry, looked up): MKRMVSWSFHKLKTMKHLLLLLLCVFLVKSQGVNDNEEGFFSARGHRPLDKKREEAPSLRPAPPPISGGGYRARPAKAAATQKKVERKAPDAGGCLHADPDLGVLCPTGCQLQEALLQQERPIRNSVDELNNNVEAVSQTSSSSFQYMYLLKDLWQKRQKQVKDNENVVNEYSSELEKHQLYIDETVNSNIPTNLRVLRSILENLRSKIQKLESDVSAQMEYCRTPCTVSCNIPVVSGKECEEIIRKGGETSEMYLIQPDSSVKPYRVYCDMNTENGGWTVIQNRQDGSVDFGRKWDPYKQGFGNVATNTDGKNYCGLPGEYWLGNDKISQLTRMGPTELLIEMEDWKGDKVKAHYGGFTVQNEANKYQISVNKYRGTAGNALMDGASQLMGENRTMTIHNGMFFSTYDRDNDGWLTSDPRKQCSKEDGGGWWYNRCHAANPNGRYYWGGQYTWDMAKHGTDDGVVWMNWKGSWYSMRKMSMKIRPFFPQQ
#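 Measure: % inhibition scaled between sample-field median and high-control FP; Test system: human fibrin DD(E); Quantity: 2 µM final DD(E) protein; Doses: one dose, 8.3 µM nominal; Schedule: compound with protein 10 min, then 3 h after probe, room temperature; Detection: fluorescence polarization; Medium: Tris buffer with calcium and detergent, pH 7.8.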
# ASAP1 inh: inhibitors of human ASAP1 ArfGAP activity; ASAP1-stimulated ARF1 GTP hydrolysis, GDP FP detection; Q9ULH1; AID 624377; 0.19% of 360,000 active; inhibition, % at 16.5 µM; in the data active = inhibition above about 25%;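 also: 0% = vehicle with enzyme and substrate and 100% = no enzyme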
# TDP2 inh: blocks human TDP2 phosphodiesterase activity; recombinant TDP2, T5PNP hydrolysis, p-nitrophenol absorbance 415 nm; AID 720702; O95551; inhibition, % at 12.8 µM; 0.34% of 370,000 active;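 active = inhibition above the mean of all tested compounds plus 3 SD, set per campaign, cut at about 25% in these data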;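 also: 0% = DMSO with enzyme and 100% = buffer with substrate but no TDP2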
# Target sequence (O95551 whole entry, looked up): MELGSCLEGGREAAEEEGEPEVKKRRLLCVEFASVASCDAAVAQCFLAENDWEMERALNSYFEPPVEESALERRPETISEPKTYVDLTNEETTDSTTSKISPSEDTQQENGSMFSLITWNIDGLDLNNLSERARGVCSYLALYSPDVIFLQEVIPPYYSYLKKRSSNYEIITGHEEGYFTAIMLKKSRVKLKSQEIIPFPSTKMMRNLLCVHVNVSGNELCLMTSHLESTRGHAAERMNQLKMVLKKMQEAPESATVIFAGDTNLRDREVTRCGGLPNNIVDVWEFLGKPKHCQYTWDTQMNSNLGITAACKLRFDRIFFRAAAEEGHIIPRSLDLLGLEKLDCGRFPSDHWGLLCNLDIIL
#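 Incubation: 2 h at 37 °C; Test system: recombinant human TDP2; Quantity: enzyme 120 nM; Read-out basis: percent inhibition; Medium: 50 mM Tris-HCl pH 7.5 with Mg2+, KCl, DTT, BSA; Repeats: single replicate; Compound: 12.8 µM single point, 1% DMSO; Signal: epi absorbance; Reagent: 5 mM T5PNP chromogenic substrate; Benchmarks: no-enzyme high, DMSO-plus-enzyme low.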
# ADAM10 inh: inhibits human ADAM10; O14672; recombinant ADAM10, EDANS/DABCYL FRET peptide cleavage, 3 h; inhibition, % at 7 µM; 0.62% of 370,000 active; AID 720582;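 active = inhibition above a per-campaign cutoff equal to the mean of compounds falling between control-based bounds plus 3 SD, cut at about 20% in these data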;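 also: 0% = DMSO wells while the 100% control is not disclosed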
# DDE Tn6 FP inh: inhibitors of Tn6 peptide binding to human fibrin DD(E); P02675; 0.21% of 370,000 active; AID 720509; inhibition, % at 8.3 µM; Fibrin DD(E) TRITC-Tn6 fluorescence polarization displacement;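 active = inhibition above a per-campaign cutoff: mean of compounds within control limits plus 3 SD, cut at about 15% in these data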;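 also: 0% = median of all compound wells on the plate and 100% = blocking peptide control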
# PLCg1 inh: blocks human PLC-gamma1 enzyme activity. P19174. purified PLC-gamma1, fluorogenic substrate, fluorescence. inhibition, % at 12.2 µM. 0.84% of 370,000 active; in the data active = inhibition above about 9.5%
# ADAM17 inh: inhibits human ADAM17; 0.83% of 370,000 active; P78536; recombinant ADAM17, EDANS/DABCYL FRET peptide cleavage; inhibition, % at 6.95 µM;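 active = inhibition above the mean of compounds lying between control limits plus 3 SD, set per campaign, cut at about 8.5% in these data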;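 also: 0% = DMSO-only wells as the low control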
# Numbers without * were called inactive; i = inactive; nt = no result given. An unsorted share of the library; any-hit rate near 3.6%.
ARFGAP1 inhibitor	PLC-beta3 inh	SIAE primary	DDE Tn7 FP inh	ASAP1 inh	TDP2 inh	ADAM10 inh	DDE Tn6 FP inh	PLCg1 inh	SMILES	ADAM17 inh
7	-7	-1	1	3	1	3	6	-2	O=C(Nc1ccc(F)cc1)OCCOc1ccc(Br)cc1	5
-7	-43	-6	3	13	-1	-44	-4	-32	Cc1ccc(C2=NN(C3=NN=C(N)Cc4ncnn43)C(O)(C(F)(F)F)C2)cc1 (stereo not drawn)	-18
-5	0	0	1	-14	-6	10	-4	4	O=C(/C=C/c1cccs1)c1cc(Br)ccc1OC(=O)N1CCOCC1	7
15	-10	-7	0	-9	5	0	3	0	O/N=C/c1ccccc1Oc1ccc(Cl)cc1	1
8	-3	-1	-1	-2	-3	7	-4	-1	O=C(CSc1nnc(-c2ccco2)o1)c1ccccc1	1
3	-6	-4	-7	13	-2	-5	0	-1	COCC1CCN(C(=O)c2cc(COc3cncc(Cl)c3)on2)C1 (stereo not drawn)	-4
-3	2	2	2	7	0	-6	-3	3	Cc1ccc(C)c(NCCC#N)c1	0
4	-3	-2	-14	13	-4	6	-2	1	COc1ccc(CCC(=O)Nc2ccc(N3CCOCC3)c(S(=O)(=O)Nc3ccc(OC)cc3)c2)cc1	6
3	-2	8	-2	-2	-12	-57	-3	5	Cc1ccc(OCC(=O)Nc2ccc3c(c2)nc(CCN2CCC(C)CC2)n3C)cc1	-15
-3	-8	-10	5	5	-2	-4	-1	-4	COc1ccc(C(=O)N/C(=C\c2cccc3ccccc23)C(=O)N2CCN(C)CC2)cc1OC	-2
-1	-3	1	9	0	7	6	12	7	CCN(CC)C(=O)c1sc2c(c1C)c(=O)n(-c1ccc(OC)cc1OC)c(=O)n2CC(=O)c1ccccc1	-4
-9	-25	-3	3	-8	9	-19	0	-14	COC(=O)c1ccccc1NC(=O)c1cc2sccc2n1C	-9
-8	3	7	-2	1	10	4	-4	3	Cc1ccc([N+](=O)[O-])cc1N1C(=O)CS/C1=N\NC(=O)c1cccnc1	1
nt	-1	4	13	nt	-2	-6	-7	0	O=S(=O)(c1ccccc1F)n1c(CN2CCOCC2)nc2ccccc21	-1
-4	-1	1	1	-7	-10	-2	1	-3	Cc1csc(C(C#N)C(=O)c2ccncc2)n1 (stereo not drawn)	1
-3	3	-3	4	0	-13	-2	-6	7	O=C(c1ccc(N2CCN(S(=O)(=O)c3ccccc3)CC2)c([N+](=O)[O-])c1)N1CCOCC1	2
-11	-10	-3	0	4	-29	1	-10	9	COc1ccc(Nc2nc(-c3ccc(OC)cc3)c(CCC(=O)O)s2)cc1	3
-5	-10	-6	1	-5	-4	7	0	-5	COc1ccccc1/C=C/c1nc2ccc(OC(C)=O)cc2c(=O)o1	-1
8	2	1	0	-9	4	0	-5	4	N=C1S/C(=C\c2ccccc2F)C(=O)N1c1ccc(F)cc1	0
-7	-4	12	-5	-12	4	-2	-3	1	Cc1cccc(C)c1NC(=O)C(C)N1CCCCC1 (stereo not drawn)	0
7	0	-3	-5	-5	12	-10	2	-3	CC1SC(c2cccc(Cl)c2)NC1=O (stereo not drawn)	-4
8	3	2	-1	1	2	-8	11	3	Cc1ccc(/C=N\NC(=O)c2csnn2)cc1	-4
2	-5	-7	-3	-3	-7	-6	5	-1	O=C(Nc1ccc(Br)c2cccnc12)c1ccc(Cn2cc([N+](=O)[O-])cn2)o1	-1
13	-4	22*	-1	-5	9	4	-7	0	COc1ccc(/C=C2/C(=O)ON=C2C)cc1Cl	-3
14	-4	-3	2	3	4	-8	-8	-1	CCOc1ccccc1NC(=O)c1ccc(NC(=O)C2CCCO2)cc1 (stereo not drawn)	-3
2	-1	5	-2	-8	9	-3	-5	6	Cc1ccc(NC(=O)CCCCCCCCCCC2COCCO2)c(C)c1 (stereo not drawn)	-4
-8	-334	-24	1	4	-19	i	9	-262	NNC(=O)c1cc(-c2cccs2)nc2ccccc12	-216
0	-20	6	-5	-4	2	-2	2	0	CN(C)c1ccc(S(=O)(=O)NCC(=O)N2CCN(S(=O)(=O)c3cccc(F)c3)CC2)cc1[N+](=O)[O-]	3
-4	-7	-1	-4	5	-6	6	7	3	NCCCCCC(=O)N/N=C/c1coc2ccccc2c1=O	4
-14	-3	-3	-5	-3	11	2	7	2	COC(=O)c1cc(S(=O)(=O)N2CCC(C)CC2)cn1C	-1
1	-4	1	-2	-1	3	2	-12	-6	CC(=O)c1ccc(OC(=O)C2CC(=O)N(c3cccc(C)c3)C2)cc1 (stereo not drawn)	-6
-1	-8	4	6	1	17	2	6	-1	COc1cc(C2NC(=O)N(C)C(C)=C2C(=O)OCc2ccccc2)cc(Br)c1O (stereo not drawn)	-16

# Five records drawn at random from the list so far:
ARFGAP1 inhibitor	PLC-beta3 inh	SIAE primary	DDE Tn7 FP inh	ASAP1 inh	TDP2 inh	ADAM10 inh	DDE Tn6 FP inh	PLCg1 inh	SMILES	ADAM17 inh
0	-20	6	-5	-4	2	-2	2	0	CN(C)c1ccc(S(=O)(=O)NCC(=O)N2CCN(S(=O)(=O)c3cccc(F)c3)CC2)cc1[N+](=O)[O-]	3
14	-4	-3	2	3	4	-8	-8	-1	CCOc1ccccc1NC(=O)c1ccc(NC(=O)C2CCCO2)cc1 (stereo not drawn)	-3
2	-1	5	-2	-8	9	-3	-5	6	Cc1ccc(NC(=O)CCCCCCCCCCC2COCCO2)c(C)c1 (stereo not drawn)	-4
-1	-8	4	6	1	17	2	6	-1	COc1cc(C2NC(=O)N(C)C(C)=C2C(=O)OCc2ccccc2)cc(Br)c1O (stereo not drawn)	-16
1	-4	1	-2	-1	3	2	-12	-6	CC(=O)c1ccc(OC(=O)C2CC(=O)N(c3cccc(C)c3)C2)cc1 (stereo not drawn)	-6

# Remaining list, next part.
ARFGAP1 inhibitor	PLC-beta3 inh	SIAE primary	DDE Tn7 FP inh	ASAP1 inh	TDP2 inh	ADAM10 inh	DDE Tn6 FP inh	PLCg1 inh	SMILES	ADAM17 inh
-7	-6	-15	3	-5	8	12	5	1	O=C(Nc1ccc(C2CC2(Cl)Cl)cc1)c1cccc([N+](=O)[O-])c1 (stereo not drawn)	6
14	-116	-9	2	-5	-18	3	-1	-73	COc1ccc(-n2nc(C(=O)NCC(=O)Nc3cc(OC)ccc3OC)c3ccccc3c2=O)cc1	0
-1	0	-3	-8	11	-16	13	1	3	CC(NC(=O)CN1CCCC1)c1ccccc1 (stereo not drawn)	0
-11	-9	0	2	-6	-1	6	4	0	c1ccc(CSc2nc3ccccc3[nH]2)cc1	1
19	-9	-4	-4	3	-7	-7	2	-3	Cc1ccn2c(=O)nc(SCC(=O)c3ccc(Cl)cc3)nc2c1	-4
9	-14	4	8	-6	-7	7	2	-11	CC(=O)c1ccccc1NC(=O)COC(=O)CN1C(=O)C2CCCCC2C1=O (stereo not drawn)	-1
-6	3	-3	4	1	4	-1	-1	0	CC1CCCC(NC(=O)c2n[nH]c(=O)c3ccccc23)C1C (stereo not drawn)	-4
7	-10	10	2	-7	2	-3	3	1	CCOC(=O)CSCc1csc(CC(=O)Nc2ccccc2C)n1	-4
1	-14	9	-3	7	-18	19	2	-2	O=C(Nc1ccc(Nc2ccccc2)cc1)c1ccc(Cl)cc1Cl	12*
-4	-5	-7	0	13	-1	-6	-4	1	O=C(COC(=O)/C=C/c1ccc(S(=O)(=O)N2CCOCC2)cc1)NC1CCCCCCC1	0
-1	-2	4	-6	-2	-12	7	4	10*	N/C(=N\OC(=O)c1ccccc1Cl)c1ccncc1	3
-14	-163	0	-5	-3	-12	-30	4	-133	CC1=CC2=NC(=O)C(c3ccccc3)C(=O)N2C=C1 (stereo not drawn)	-6
-5	1	2	1	5	3	13	0	4	CCC(=O)N1CCN(c2ccc(Cl)cc2NC(=O)Cc2ccccc2)CC1	0
-2	5	14	10	7	-4	0	-2	5	COc1ccc(NC(=O)C2=CC(c3ccco3)=NS(=O)(=O)N2C)cc1	1
7	-1	1	-6	0	-8	-1	-1	2	Cc1ccc(S(=O)(=O)NCCCN2CCOCC2)c(C)c1	-2
-16	-100	3	2	-6	-16	i	2	-93	O=C(Nc1ccccn1)c1ccc(Br)c(S(=O)(=O)N2CCCCC2)c1	-235

# Sorted by value in ARFGAP1 inhibitor (lowest first): 3 from the list above
molecule | ARFGAP1 inhibitor
O=C(Nc1ccccn1)c1ccc(Br)c(S(=O)(=O)N2CCCCC2)c1 | -16
CCC(=O)N1CCN(c2ccc(Cl)cc2NC(=O)Cc2ccccc2)CC1 | -5
O=C(COC(=O)/C=C/c1ccc(S(=O)(=O)N2CCOCC2)cc1)NC1CCCCCCC1 | -4

# Carrying on.
ARFGAP1 inhibitor	PLC-beta3 inh	SIAE primary	DDE Tn7 FP inh	ASAP1 inh	TDP2 inh	ADAM10 inh	DDE Tn6 FP inh	PLCg1 inh	SMILES	ADAM17 inh
9	-1	3	-4	-1	-4	13	0	3	COc1cc2ncnc(NCc3ccc4c(c3)OCO4)c2cc1OC	2
8	-2	5	-4	1	-8	-8	-2	2	COc1ccc(S(=O)(=O)NNC(=O)C2Cc3c(ccc4ccccc34)O2)cc1 (stereo not drawn)	-3
4	-5	13	-7	-11	-1	-10	-4	-2	Cc1ccc(C)c(NC(=O)CSc2ccc(-c3ccco3)nn2)c1	2
3	-4	-7	-3	-11	8	-4	8	3	CNC(=O)Cn1nc(C)c(S(=O)(=O)N2CCOCC2)c1C	-2
